OPRM1-OPRD1 inv: inverse agonists of MOR-DOR heterodimerization, primary screen, cell-based, luminescence; inhibition, % at 9.3 µM; cell-based MOR-DOR heterodimer luminescence, inverse agonism; Mu-type opioid receptor (Homo sapiens) + Delta-type opioid receptor (Homo sapiens), …; AID 504357, 2011; 340,000 tested, 0.21% active; in the data active means inhibition above about 22%, passing the limit was not always enough;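 further: 0% = cells with DMSO and 100% = wells without cells with DMSO; values of inactives mirror those of a sister screen read the other way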
HTR5A inv ctr: HTR5A inverse agonists in luminescence cell assay, primary screen, counter-screen for OPRM1-OPRD1 heterodimer inverse agonist project, full-deck HTS. AID 504634, 2011. inhibition, % at 9.3 µM. HTR5A cell line, inverse agonism. 340,000 tested, 0.083% active; in the data active means inhibition mostly above about 23%, no sharp cut-off; inactive means mostly below about 18%;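 further: 0% = cells with DMSO and 100% = no-cell wells with DMSO; some compounds called inactive have numbers as strong as hits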
Target sequence (P47898 whole entry, looked up): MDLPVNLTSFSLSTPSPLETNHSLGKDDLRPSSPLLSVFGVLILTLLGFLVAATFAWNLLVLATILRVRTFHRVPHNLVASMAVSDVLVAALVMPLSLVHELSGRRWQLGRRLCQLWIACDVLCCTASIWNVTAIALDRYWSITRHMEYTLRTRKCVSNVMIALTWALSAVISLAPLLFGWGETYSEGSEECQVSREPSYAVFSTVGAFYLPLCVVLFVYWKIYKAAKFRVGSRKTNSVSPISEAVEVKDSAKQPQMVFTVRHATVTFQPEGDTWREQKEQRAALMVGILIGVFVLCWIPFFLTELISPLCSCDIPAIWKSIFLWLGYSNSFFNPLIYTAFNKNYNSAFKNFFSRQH
SUMO Mot1 rescue: yeast Mot1-301 growth rescue at high temperature, primary screen, SUMOylation pathway inhibitor project, S. cerevisiae, ATP luminescence, 38.5C | S. cerevisiae Mot1-301 growth rescue; percent above DMSO median, 100 means doubled | 320,000 tested, 1% active | growth rescue, % at 18.8 µM;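 active means every valid replicate shows activation above 250% relative to neutral control wells; inactive means the rest, any valid replicate at or below 250%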;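 further: OY570 slx delta 5 strain wells were the positive control but not used for scaling; some compounds called inactive have numbers as strong as hits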
Pemphigus Ab inh: inhibitors of pemphigus antibody binding to DSG3, primary screen, biochemical, bead-based, flow cytometry, scFv-GFP | Desmoglein-3 (Homo sapiens), P32926 | AID 588358, 2011 | DSG3-coupled beads, scFv-anti-DSG3-GFP binding; stronger effect = lower value | 310,000 tested, 0.48% active | binding (percent of control), % at 10 µM;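 active means binding more than 3 SD below its plate's average and above zero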;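 further: hits lower antibody fragment binding to DSG3; some compounds called inactive have numbers as strong as hits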
OPRM1-OPRD1 ag: agonists of OPRM1-OPRD1 heterodimerization, primary screen, cell-based, luminescence; Mu-type opioid receptor (Homo sapiens) + Delta-type opioid receptor (Homo sapiens), …; cells; activation, % at 9.3 µM; 340,000 tested, 0.3% active; AID 504326, 2011; in the data active means activation above about 18%;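 further: 0% = vehicle-treated cells and 100% = reference agonist; values of inactives mirror those of a sister screen read the other way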
E coli growth: E. coli V3065 growth inhibition, primary screen, counter-screen for AddAB inhibitor project, absorbance, OD600; 18 h; AID 449728, 2010; inhibition, % at 11.9 µM; 330,000 tested, 0.27% active;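 active means inhibition above the campaign's mean inhibition across all tested compounds plus 3 SD, cut at about 9.9% in these data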;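 further: uninfected addAB+ strain grown without phage in ampicillin broth; 0% = DMSO wells and 100% = ciprofloxacin 0.95 µg/ml wells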
PKA-R1A act: activators of PKA-R1A holoenzyme, primary screen, biochemical, fluorescence polarization, Cy5-IP20, bovine R1A, mouse PKAc; cAMP-dependent protein kinase type I-alpha regulatory subunit (Bos taurus) + …; PKA-R1A dissociation; scaled: DMSO 0%, 113 µM cGMP 100%; activation, % at 11.4 µM; 340,000 tested, 0.083% active; AID 504707, 2011;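 active means percent activation above the mean of all tested compounds plus 3 SD, cut at about 19% in these data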;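 further: higher means more PKAc released from R1A so a rise in polarization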
phage Ecoli inh: growth loss of phage-infected E. coli, primary screen, RecBCD inhibitor project, absorbance, with phage, HTS. inhibition, % at 11.9 µM. 360,000 tested, 0.26% active. AID 651602, 2012; in the data active means inhibition above about 11%
PfHsp90 set2: growth inhibition of PfHsp90-expressing yeast, primary screen, antimalarial PfHsp90 inhibitor project, S. cerevisiae, BacTiter-Glo luminescence, single point, set 2 | BacTiter-Glo ATP, 48 h; yeast lacking PDR1 and PDR3 efflux regulators | 310,000 tested, 0.32% active | inhibition, % at 9.4 µM;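 active means every replicate shows inhibition above about 80%, whatever the replicate mean, limit read from the data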;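 further: 0% = DMSO neutral controls and 100% = 20 µM radicicol positive controls; yeast relying on Plasmodium falciparum Hsp90 in place of its own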
HTR5A ag ctr: HTR5A agonists in luminescence cell assay, primary screen, counter-screen for OPRM1-OPRD1 heterodimer agonist project, full-deck HTS; activation, % at 9.3 µM; AID 504692, 2011; cell-based; 340,000 tested, 0.61% active; in the data active means activation mostly above about 9.5%, no sharp cut-off; inactive means mostly below about 7.6%;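 further: 0% = cells with vehicle only and 100% = reference agonist; strong numbers were not always called active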
AddAB inh: growth inhibition of E. coli expressing H. pylori AddAB, primary screen, AddAB inhibitor project, absorbance; 330,000 tested, 0.29% active; inhibition, % at 11.9 µM; AID 435030, 2010; in the data active means inhibition above about 12%;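 further: 0% = vehicle wells of infected cells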
* hit, by the source's call; nt = no result given.

SMILES | OPRM1-OPRD1 inv | HTR5A inv ctr | SUMO Mot1 rescue | Pemphigus Ab inh | OPRM1-OPRD1 ag | E coli growth | PKA-R1A act | phage Ecoli inh | PfHsp90 set2 | HTR5A ag ctr | AddAB inh
CC1(C)CC(=O)c2sc(NS(=O)(=O)c3ccc(Cl)cc3)nc2C1 | 0 | -7 | 236 | 116 | 0.0 | -2.0 | 3 | 1.5 | -10 | 3 | 1.6
CSCCOC(=O)COc1ccc(/C=N/NC(=O)c2c(Cl)cnn2C)cc1 | 4 | 12 | 28 | nt | -0.8 | 1.0 | -3 | 0.8 | 3 | -5 | 7.0
COCCN(C(=O)CC1C(=O)NCCN1CC(c1ccccc1)c1ccccc1)C(C)C (stereo unspecified) | -4 | 7 | 61 | 101 | 0.5 | -1.2 | 2 | 6.6 | 28 | -2 | 2.8
CC1(C)Cc2c(c(N3CCOCC3)nc3sc(C#N)c(N)c23)CS1 | 6 | 11 | 101 | 109 | -1.2 | -0.3 | -16 | 0.9 | -8 | 0 | 0.8
COc1ccc(N=Nc2c(N)n[nH]c2N)cc1 | 16 | 5 | 286 | 86 | -3.0 | 1.9 | -5 | 0.1 | 15 | -2 | 2.0
C=CCOC(=O)c1cc(-c2ccc(/C=C3\C(=O)NC(=O)C(C#N)=C3C)o2)ccc1Cl | -8 | -11 | nt | 115 | 1.4 | nt | 5 | 1.7 | -11 | 4 | nt
O=C(CC(c1ccccc1)c1ccccc1O)NCc1ccccc1Cl (stereo unspecified) | -13 | 3 | 150 | 111 | 2.6 | -1.0 | 7 | 3.2 | -10 | 0 | 0.2
CCOc1ccccc1Nc1cc(C)nc2ccc(C)cc12 | 12 | -8 | -24 | 107 | -2.4 | 0.8 | -5 | -0.7 | 14 | -4 | 5.7
CCOC(=O)/C=C/C(=O)OCC(=O)Nc1c(Cl)cccc1Cl | 14 | 9 | 38 | 100 | -2.8 | 1.6 | -7 | 1.6 | 5 | 3 | 3.0
CC(C)(CO)Nc1ncnc2onc(-c3ccc(F)cc3)c12 | 9 | 7 | -12 | 100 | -2.0 | -2.9 | 0 | -0.2 | -2 | -2 | -0.3
Cc1cc(NC(C)c2ccccc2)n2ncc(-c3ccccc3)c2n1 (stereo unspecified) | -28 | -7 | 148 | 100 | 6.2 | -1.7 | -5 | -0.5 | -29 | 2 | -1.6
CCc1ccccc1N1C(=O)CN(Cc2cc(OC)c(OC)c(OC)c2)C1=S | 7 | 10 | -9 | 114 | -1.6 | -1.7 | -2 | 1.8 | 25 | -3 | 1.8
CCC(C)NC(=O)c1ccccc1NS(=O)(=O)c1ccc(OC)c(OC)c1 (stereo unspecified) | 5 | 16 | 17 | 121 | -1.3 | -2.5 | 11 | 1.3 | 29 | 2 | -1.4
COc1ccc(C(=O)NN=C2CCCC2)c(OC)c1 | 22 | -10 | -15 | 99 | -4.3 | -1.5 | 0 | 1.2 | -17 | 4 | 1.7
CCOC(=O)N1CCN(C(=O)CN(c2ccc(C)c(C)c2)S(=O)(=O)c2ccccc2)CC1 | 4 | 12 | -2 | 104 | -0.7 | -1.8 | 5 | 3.5 | nt | 1 | 1.8
Nc1nc(=S)n(-c2ccccc2)[nH]1 | 1 | -3 | 6 | nt | -0.1 | 0.9 | 2 | 0.9 | 17 | 1 | 0.3
O=C(CN1C(=O)C2C3C=CC(C3)C2C1=O)Nc1ccc(C(=O)O)cc1 (stereo unspecified) | -1 | -2 | -12 | 102 | 0.2 | 1.5 | 1 | 1.6 | -4 | 1 | 0.0
Cc1oc2c(CN3CCCCC3)c(O)ccc2c(=O)c1-c1ccc(Br)cc1 | 7 | -20 | 5 | nt | -1.6 | -2.2 | 12 | 3.1 | -22 | 6 | -1.7
O=C(Nc1ccc2c(c1)C(=O)N(c1ccccc1)C2=O)C1CCCO1 (stereo unspecified) | 6 | -2 | -2 | 103 | -1.1 | -0.7 | 3 | 2.4 | -12 | 1 | 2.2
O=C(CNCC1CCCO1)NCc1ccco1 (stereo unspecified) | -6 | -2 | 16 | 100 | 1.2 | -1.5 | -5 | 4.3 | -4 | 1 | 0.9
C=C1CCN(c2ccc(C(=O)NCCC)cc2[N+](=O)[O-])CC1 | 3 | -24 | 34 | 99 | -0.6 | 1.0 | 1 | 6.2 | 5 | 3 | 3.5
COC(=O)c1cnc(SCC(=O)c2ccccc2)n1C | 15 | 8 | -21 | 113 | -3.4 | 0.7 | 2 | 0.2 | -4 | -2 | -0.6
COc1cc(-c2nnc(SCC(=O)N3CCCC3)o2)cc(OC)c1OC | 5 | 1 | 4 | 104 | -1.3 | -3.3 | -14 | -2.3 | 3 | -1 | 4.4
CC(C)(C)C(=O)NCCCc1ccccc1 | 8 | -10 | 984 | nt | -1.9 | 0.9 | -9 | 3.5 | 1 | 4 | 3.2
CN(C)C(/C=C/Nc1cccc(Br)c1)=C(C#N)C#N | nt | nt | 433* | 106 | nt | 2.0 | nt | 2.1 | 9 | nt | 4.7
COc1ccc2[nH]c3c(=O)n(N)c(C)nc3c2c1 | 6 | 2 | -1 | 105 | -1.3 | -1.9 | -5 | 3.0 | 18 | 2 | 2.6
CCOC(=O)c1sc(NC(=O)C(C)(C)C)cc1C | 11 | 2 | -32 | 100 | -1.9 | -3.6 | -3 | 0.8 | 27 | -1 | -0.6
CSc1nnc(-c2ccc(S(=O)(=O)N3CCOCC3)cc2)n1CC1CCCO1 (stereo unspecified) | 5 | 11 | 333* | 105 | -1.0 | -0.2 | -4 | -0.2 | nt | -5 | 1.4
Cc1cccc2nc(-c3ccccc3)nc(N[C@@H](CO)c3ccccc3)c12 | 2 | -31 | 41 | 118 | -0.5 | -1.6 | -8 | 3.9 | 3 | -2 | 2.8
CN1CCN(C(=O)C2=C[C@H](c3ccc(C(F)(F)F)cc3)C[C@H](OCc3ccc(CO)cc3)O2)CC1 | 12 | -10 | 29 | 101 | -2.2 | -0.2 | -4 | -0.2 | -10 | -5 | -1.6
COc1ccc(OC)c(N(CC(=O)N2CCC(C)CC2)S(=O)(=O)c2ccc(OC)c(OC)c2)c1 | 4 | -3 | -9 | 107 | -0.8 | -2.2 | 9 | 1.6 | -31 | -1 | -3.1
COc1ccccc1N1CCN(S(=O)(=O)c2ccc3c(c2)oc(=O)n3C)CC1 | -8 | -13 | -10 | 98 | 0.9 | 1.8 | -7 | 2.2 | -20 | -1 | 4.2
Cn1c(=O)c2c(nc(NC(Cc3ccccc3)C(=O)O)n2Cc2ccccc2)n(C)c1=O (stereo unspecified) | 8 | 0 | -6 | 92 | -2.0 | -0.9 | 5 | 0.1 | 6 | 0 | 0.9
Cc1ccc(SCC(=O)NC(=O)c2ccccc2Br)c(C)c1 | -2 | 5 | 24 | 125 | 0.4 | -1.1 | 5 | 3.6 | -16 | -1 | -1.2
O=C(NNC(=O)c1sc2cccc(Cl)c2c1Cl)NC1CCCCC1 | 6 | -3 | 90 | 104 | -1.0 | -0.6 | -12 | 0.2 | -4 | 3 | 1.9
Cc1ccc(NC(=O)c2ccc3c(c2)OCCO3)cc1S(=O)(=O)Nc1cccc(Cl)c1 | -11 | -12 | -26 | 119 | 2.1 | 0.2 | -8 | 3.4 | -5 | -2 | 3.1
CC(C)c1ccc(OCC(=O)Nc2cccc(C(=O)Nc3ccccc3C(=O)O)c2)cc1 | 12 | 4 | -14 | 101 | -2.4 | 3.0 | 4 | 5.8 | 1 | 4 | 1.0
CCOC(=O)c1c(C)n(C)c2ccc(OCC(O)CNC(CC)CO)cc12 (stereo unspecified) | 15 | -9 | 35 | 98 | -3.3 | -1.2 | -7 | 2.3 | 14 | 0 | 1.5
Cc1ccccc1N(Cc1nnc2n1CCCCC2)C(=O)Nc1ccccc1 | 5 | 16 | -15 | nt | -1.0 | -0.4 | 4 | 1.4 | -18 | -1 | 3.2
CCNc1ccc(C(=O)OCC(=O)NC(C)c2ccccc2)cc1[N+](=O)[O-] (stereo unspecified) | 8 | 7 | -20 | 103 | -1.6 | -2.0 | -3 | 5.5 | 18 | -3 | 3.3
Cn1c(SCC(=O)N2CCCC2=O)nc2ccccc21 | 12 | 16 | 61 | 98 | -2.4 | 4.3 | 0 | 2.8 | 2 | 5 | 3.9
COc1c2c(c(C)c3c1C(=O)OC3)O[C@@]1(C)CC[C@@]3(O)C(C)(C)OC(=O)CC[C@]3(C)[C@H]1C2 | 3 | 2 | 12 | 100 | -0.7 | -3.2 | 12 | 2.2 | 3 | 2 | 0.8
CCOC(=O)/C=c1\s/c(=C\c2ccc(C#N)cc2)c(=O)n1CC(=O)NCc1ccco1 | 4 | -1 | 369 | 97 | -0.6 | 1.6 | 4 | 2.0 | -17 | 1 | 1.3
CSc1nnc(-c2ccco2)c(-c2ccco2)n1 | 4 | -60 | -24 | 86 | -0.7 | -0.4 | 2 | 3.1 | 12 | 2 | 0.9
O=C(Nc1ccccc1F)c1ccc2ncsc2c1 | 11 | -3 | -17 | 97 | -2.2 | -2.6 | -6 | 1.8 | -16 | 1 | 0.3
Cc1ccc(-c2cc3nc4c(c(=O)n3[nH]2)CCCC4)cc1 | 7 | -8 | -3 | 97 | -1.3 | -3.4 | -6 | 4.6 | -13 | 3 | 1.1
COc1ccc(S(N)(=O)=O)cc1C(=O)NCCCN1CCN(c2ccc(C)cc2)CC1 | 14 | -28 | -24 | 100 | -2.6 | 2.8 | -9 | 3.6 | 1 | 10 | 3.9
CN(C(=O)c1ccc(NC(=O)Cc2ccccc2)cc1)c1ccccc1 | -11 | 10 | -9 | 102 | 1.6 | 2.6 | -12 | 0.4 | 17 | -1 | 0.7
COc1ccc2cc(CCNC(=O)c3cc4ccccc4o3)c(=O)[nH]c2c1 | 5 | -7 | 361 | 104 | -0.9 | -5.3 | 0 | -0.6 | -20 | 1 | 3.9
Cc1cn2c(=O)c(C(=O)N3CCN(c4ccccc4)CC3)cnc2s1 | -5 | 0 | -2 | nt | 0.8 | 2.3 | 1 | 0.9 | -21 | 0 | -0.4
Cc1cc(NS(=O)(=O)c2ccc(NC(=O)COc3ccccc3Cl)cc2)no1 | 15 | 5 | 0 | 86 | -3.0 | -1.3 | -2 | 1.6 | nt | -2 | 0.8

Screening results as filed in PubChem.
